Compound activity from PubChem BioAssay.
HP1b binding inh = inhibitors of HP1-beta chromodomain binding to methylated histone tails; Potency, µM (highest dose often 114 µM), inactives show at the highest dose activity change, negative = inhibition, usual class: inhibitors; actives 0.56% (n = 390,000); P83916; AlphaScreen HP1-beta / biotin-H3K9me3 peptide binding; also: potency is read from the fitted curve at half-maximal effect; nearly all actives have a fitted effect of over 70% in size; inactives centre near 23
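AlphaScreen: HP1-beta (50 nM) preformed 30 min with biotin-H3(1-18)K9me3 peptide (50 nM) in PBS pH 7.4, 0.01% Tween-20. Compound added for 30 min at RT, then streptavidin donor/nickel chelate acceptor beads (10 ug/mL) for 30 min.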
USP1-UAF1 inh = USP1/UAF1 (human) deubiquitinase inhibition; Potency, µM (series often up to 57.1 µM), inactives show at the top dose activity change, negative = inhibition, actives largely listed as inhibitors; AID 743255; recombinant USP1/UAF1, Ub-Rhodamine cleavage fluorescence; actives 0.23% (n = 390,000); O94782; also: potency is read from the fitted curve at half-maximal effect; % is scaled to controls: 0 for no effect and ±100 for the full control effect; nearly all actives have a fitted effect of over 60% in size; inactives centre near -12
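USP1/UAF1 complex (1 nM) preincubated 15 min at room temperature with compound, then Ub-Rho substrate (150 nM final) added. Kinetic fluorescence at 480/540 nm over 6 reads at 60 s intervals; 50 mM HEPES pH 7.8, 0.5 mM EDTA, 0.1 mg/ml BSA, 1 mM TCEP, 0.01% Tween-20.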
IDH1 R132H inh = blocks human mutant IDH1 R132H enzyme | O75874 | IDH1-R132H enzyme, NADPH consumption, diaphorase/resazurin fluorescence | actives 0.093% (n = 390,000) | Potency, µM (series often up to 76.6 µM), for the others: top-dose activity change, negative = inhibition, actives largely listed as inhibitors; also: potency is read from the fitted curve at half-maximal effect; % is scaled to controls: 0 for no effect and ±100 for the full control effect; nearly all actives have a fitted effect of over 65% in size
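IDH1-R132H (0.5 ug/mL) preincubated 30 min with compound, then NADPH (0.016 mM) and alpha-KG (2 mM) added; 80 min at RT, pH 7.5. Remaining NADPH coupled via diaphorase/resazurin to fluorescence (540/590 nm); concentration-response curves normalized to no-enzyme control.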
GLS inh = blocks human kidney-isoform glutaminase activity. AID 624170. GLS enzymatic activity, qHTS titration. actives 0.21% (n = 410,000). Potency, µM (highest dose often 45.5 µM), without a hit: at the highest dose activity change, negative = inhibition, most hits filed as inhibitors. O94925; also: potency is read from the fitted curve at half-maximal effect; % is scaled to controls: 0 for no effect and ±100 for the full control effect
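Human kidney-isoform GLS in 45 mM KH2PO4 pH 8.2, 0.02% Tween-20, with compound, started with 1mM L-Glutamine (added stock). Glutamate oxidase/HRP/Amplex red coupled fluorescence read at start and after 30 min at RT.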
TrxR1 substrate = is turned over as a substrate by rat TrxR1. AID 588456. actives 0.01% (n = 390,000). purified TrxR1 substrate turnover, NADPH consumption readout. O89049. Potency, µM (top dose mostly 114 µM), inactives show at the top dose activity change, negative = substrate turnover; also: potency is read from the fitted curve at half-maximal effect; % is scaled to controls: 0 for no effect and ±100 for the full control effect; nearly all actives have a fitted effect of over 50% in size
Target sequence (O89049 whole entry, looked up): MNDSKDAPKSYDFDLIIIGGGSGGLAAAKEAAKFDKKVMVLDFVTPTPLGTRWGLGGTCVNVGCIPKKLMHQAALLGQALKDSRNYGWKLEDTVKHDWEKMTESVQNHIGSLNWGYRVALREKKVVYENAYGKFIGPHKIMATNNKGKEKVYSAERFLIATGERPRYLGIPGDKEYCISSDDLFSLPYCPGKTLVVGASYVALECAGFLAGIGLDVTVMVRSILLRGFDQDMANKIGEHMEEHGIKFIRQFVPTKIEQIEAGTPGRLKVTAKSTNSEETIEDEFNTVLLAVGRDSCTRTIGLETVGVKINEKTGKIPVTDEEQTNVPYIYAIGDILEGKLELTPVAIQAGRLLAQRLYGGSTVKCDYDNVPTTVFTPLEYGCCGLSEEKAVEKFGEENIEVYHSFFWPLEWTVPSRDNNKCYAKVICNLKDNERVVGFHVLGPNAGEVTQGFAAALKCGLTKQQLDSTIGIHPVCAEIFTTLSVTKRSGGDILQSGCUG
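Rat TrxR1, dispensed at 90 nM, was prereduced with 400 uM NADPH (final) for 5 min at ~22 deg C, then incubated with compound 15 min before 400 uM selenite. A first-read NADPH fluorescence drop versus no-compound background flagged substrates.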
rTrxR1 inhibitor = rat TrxR1 inhibition | O89049 | recombinant rTrxR1, NADPH fluorescence consumption, selenite substrate | Potency, µM (series often up to 114 µM), for the others: at the highest dose activity change, negative = inhibition, usual class: inhibitors | actives 1% (n = 390,000); also: potency is read from the fitted curve at half-maximal effect; % is scaled to controls: 0 for no effect and ±100 for the full control effect; nearly all actives have a fitted effect of over 65% in size
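Rat TrxR1 (90 nM in the dispensed reagent) was pre-reduced with 400 uM NADPH for 5 min at room temperature, then incubated with compound for 15 min. After 400 uM selenite was added, NADPH fluorescence (Ex 340/Em 450 nm) was followed for 8 min.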
PGK inhibitor = T. brucei PGK inhibition; PGK/GAPDH coupled, Kinase-Glo luminescence, 60 min; AID 602233; actives 0.043% (n = 380,000); Potency, µM (top dose mostly 57.5 µM), for inactives: top-dose activity change, negative = inhibition, most hits filed as inhibitors; P07378; also: potency is read from the fitted curve at half-maximal effect; % is scaled to controls: 0 for no effect and ±100 for the full control effect; nearly all actives have a fitted effect of over 60% in size
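Luminescent ATP detection (Kinase-Glo Plus) follows a 60-minute room-temperature incubation, with wells lacking PGK as controls. Buffer: 100 mM TEA (pH 7.6), 5 mM MgCl2, 0.01% Tween-20. Coupling enzyme GAPDH (100 nM final) supplies unstable 1,3-BPG in-well.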
PI4K2A block = blocks human PI4K2A kinase activity; actives 0.13% (n = 420,000); purified PI4K2A, ADP-Glo luminescence, 1 h; hits give low values; Q9BTU6; activity change, negative = inhibition, % at 76.9 µM; in the data active = activity change below about -50%; inconclusive = mostly about -30% to -49%;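 also: -100% = wells without enzyme as full effect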
Target sequence (Q9BTU6 whole entry, looked up): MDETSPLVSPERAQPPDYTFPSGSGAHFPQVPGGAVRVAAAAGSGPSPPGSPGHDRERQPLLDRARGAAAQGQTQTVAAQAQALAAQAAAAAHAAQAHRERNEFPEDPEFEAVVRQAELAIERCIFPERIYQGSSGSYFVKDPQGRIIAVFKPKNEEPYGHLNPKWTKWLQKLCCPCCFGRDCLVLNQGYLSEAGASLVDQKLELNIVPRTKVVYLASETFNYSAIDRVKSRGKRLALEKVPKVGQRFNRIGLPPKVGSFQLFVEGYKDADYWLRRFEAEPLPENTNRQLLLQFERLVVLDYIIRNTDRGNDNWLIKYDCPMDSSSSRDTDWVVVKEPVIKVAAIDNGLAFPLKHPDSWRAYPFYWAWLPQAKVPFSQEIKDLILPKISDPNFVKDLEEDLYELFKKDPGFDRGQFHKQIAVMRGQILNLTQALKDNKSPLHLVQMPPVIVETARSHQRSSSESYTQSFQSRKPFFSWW
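In this quantitative HTS, ADP production by PI4K2A was quantified luminescently after 1 h at ambient temperature; 100 microM adenosine served as plate-quality control.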
Pin1 inh = human Pin1 inhibition | Potency, µM (doses to about 115 µM), for the others: at the top dose activity, negative = inhibition, most hits filed as inhibitors | Pin1 FP peptide displacement, HiFluor488, 10 min | Q13526 | actives 0.009% (n = 390,000); active = well fitted inhibition curve with a large enough effect in the polarisation, with a control signal flat, not every such curve was filed as active; inconclusive = small, poorly fitted or top-dose-only effect, or effect the other way, or a change in a side signal; inactive = no such curve, though single readings can be large or run the other way; the % refers to the polarisation; also: potency is read from the fitted curve at half-maximal effect; % is scaled to controls: 0 for no effect and ±100 for the full control effect
* = called active by the depositor; i = inactive; ? = inconclusive; nt = no result given; [ ] = dose if it differs, or a comment. Unless noted, calls follow the shape of the dose curve; as a rule, active = well fitted curve in the direction sought with a large enough effect; inconclusive = small, poorly fitted or top-dose-only effect, or another doubt; inactive = no such curve, though single readings can be large; an effect the other way counts as inactive or inconclusive. Not all compounds are listed; the hit share may differ from the screen's.

SMILES | HP1b binding inh | USP1-UAF1 inh | IDH1 R132H inh | GLS inh | TrxR1 substrate | rTrxR1 inhibitor | PGK inhibitor | PI4K2A block | Pin1 inh
CCC(C)Sc1ccc(-c2nc3ccc(C)cn3c2NCc2ccccc2)cc1OC (configuration not stated) | 0% | -12% | 7% | 1% | 102%[activator] | 27% | 1% | 3 | 0%
COC(=O)c1[nH]c(=O)c2ccccc2c1O | 44%[activator] | ? | 4% | 24% | 9%[57.1 µM] | 2%[57.1 µM] | i | -10 | 3%
CCCN1CNc2c(c(=O)[nH]c(=S)n2CCc2cccc(C)c2C)C1 | 31% | nt | nt | nt | 4% | 1% | nt | nt | 4%
Cc1cc2oc(C(=O)Nc3sc4c(c3C(=O)NCc3ccco3)CCC4)cc(=O)c2cc1C | 18% | 18% | 7% | 1% | 5% | 12% | -17% | 1 | -22%
Cc1ccc(NC2CCCN(C(=O)c3cc4ncccn4n3)C2)cc1C (configuration not stated) | 52%[activator] | -7% | -2% | 7% | 5%[57.1 µM] | 15%[57.1 µM] | 1% | 13 | 6%
COc1cccc(C(CNC(=O)c2ccc(Cl)c(S(=O)(=O)N3CCCC3)c2)N(C)C)c1 (configuration not stated) | 20% | -9% | 1% | -3% | 5% | ? | 0% | 4 | -1%
CCCCNC(=O)CCCn1c(=O)c2ccccc2n(CC(=O)NCCC2=CCCCC2)c1=O | 45%[activator] | 1% | -3% | 0% | 4%[57.1 µM] | 2%[57.1 µM] | 4% | 6 | 12%
COc1ccc(NS(=O)(=O)c2cccc(C(=O)NCc3ccccc3CN3CCCC3)c2)cc1 | 29% | -2% | -5% | 21% | 4% | 17% | 3% | -5 | 5%
O=C(NNC(=O)C1CCCO1)c1ccc(Br)cc1 (configuration not stated) | 16% | -20% | 0% | 9% | -4% | 0% | -12% | -3 | 3%
CCOC(=O)C1(Cc2ccccc2C(F)(F)F)CCN(C(C)CCn2cccn2)CC1 (configuration not stated) | 28% | -4% | -5% | -2% | -9% | 8% | 0% | -6 | 1%
CN(C)CCN1C(=O)C2C(C(=O)Nc3cc(Cl)cc(Cl)c3)C3C=CC2(O3)C1C(=O)NC1CCCCC1 (configuration not stated) | 11% | -16% | -4% | 2% | 13%[0.0914 µM] | 9%[57.1 µM] | -9% | 1 | -3%
CCN(CC)S(=O)(=O)c1ccc(C(=O)NCCCn2ccnc2)cc1 | 42%[activator] | -16% | 3% | -10% | 5%[57.1 µM] | 8%[57.1 µM] | -10% | 2 | -2%
CCCCN(C(=O)c1cc2c(s1)CCCCC2)c1c(N)n(CC(C)C)c(=O)[nH]c1=O | 54%[activator] | 5% | -5% | 1% | -1%[57.1 µM] | -8%[57.1 µM] | -3% | -2 | 0%
CCn1c(SCC(=O)NCc2ccco2)nnc1C(C)C | 54% | -10% | 0% | -1% | 2% | ? | -7% | 5 | -18%
O=C(Cc1ccccc1)NCC(=O)OCC(=O)c1cccs1 | 23% | -6% | 1% | 28% | 3% | 13% | -6% | 4 | 2%
COc1ccc(/C=N/c2nc3ccccc3n2CCN2CCCCC2)cc1OC | 14% | 3% | 11% | 24% | 6%[57.1 µM] | 15%[57.1 µM] | -9% | 2 | -4%
CS(=O)(=O)N1CCN(c2ccccc2NC(=O)c2ccc(Br)o2)CC1 | 10% | -6% | -3% | 8% | 0% | 12% | -2% | -3 | 0%
COc1cccc(Cn2c(-c3nonc3NC(C)=O)nc3ccccc32)c1 | 24% | -25% | -12% | 5% | 28% | 10% | -9% | -3 | 8%
Cc1ccc(C)c(S(=O)(=O)NCc2ccc(C(=O)N3CC(C)OC(C)C3)cc2)c1 (configuration not stated) | -15% | -22% | 0% | 1% | -1% | 8% | 2% | 4 | -10%
Cc1onc(-c2c(F)cccc2Cl)c1C(=O)NCc1ccccn1 | 6% | -17% | -3% | -27% | -8% | -7% | -8% | 4 | -1%
O=C(Cn1c(-c2ccccc2)c[n+]2ccsc12)c1ccc(Br)cc1 | -4% | -17% | 4% | -13% | 4%[57.1 µM] | 9%[57.1 µM] | -3% | 4 | -3%
CC(=O)c1cccc(NC(=O)CCCN2C(=O)COc3ccc(C)cc32)c1 | 21% | ? | nt | 5% | -7% | ? | nt | 6 | 5%
CCOc1ccc(NC(=O)CSc2nc3ccsc3c(=O)n2Cc2ccc(C(=O)O)cc2)cc1 | nt | -11% | 1% | -2% | nt | nt | -6% | 3 | nt
C=CCn1c(COc2ccccc2)nnc1SCC(=O)N/N=C/c1ccc(C)cc1 | 17% | -8% | 3% | -6% | -5%[57.1 µM] | 1% | -4% | 7 | 2%
C=CCn1c(SCC(=O)Nc2ccc(N3CCOCC3)cc2)nnc1-c1ccco1 | 13% | ? | 2% | 56%[activator] | 4% | 5% | 0% | -2 | -4%
(further entries)
SMILES | HP1b binding inh | USP1-UAF1 inh | IDH1 R132H inh | GLS inh | TrxR1 substrate | rTrxR1 inhibitor | PGK inhibitor | PI4K2A block | Pin1 inh
CC(=O)c1cccc(NC(=O)c2cc(Cl)sc2Cl)c1 | 32% | -9% | 0% | -12% | -6% | 12%[57.1 µM] | i | 3 | -8%
Cc1ccc(Sc2cnc3ccccc3n2)cc1 | 327% | -20% | 3% | 0% | -24%[57.1 µM] | 10%[57.1 µM] | -3% | -3 | 5%
Cc1cc(O)c(C(=O)Nc2cccc(Cl)c2)c(=O)n1C | 41%[activator] | -7% | 1% | 1% | 2% | 26% | -2% | 3 | -4%
O=C(O)CSC12CC3CC(C1)CC(C(=O)O)(C3)C2 | 54%[activator] | -23% | 2% | -2% | 8%[57.1 µM] | 14%[57.1 µM] | 6% | 2 | -12%
Cc1cc(C(=O)NCC(=O)OC(C)C(=O)N2CCOCC2)ccc1[N+](=O)[O-] (configuration not stated) | 31% | 5% | 0% | -1% | -10% | -16% | 6% | 0 | -2%
COc1cc(SC)ccc1C(=O)NCCN1CCOCC1 | 3% | 7% | 3% | -22% | 3%[57.1 µM] | 1%[57.1 µM] | -3% | -2 | 5%
CCN1C(=O)CC(Sc2ccccc2C(=O)O)C1=O (configuration not stated) | 17% | 0% | 5% | 4% | 7% | -4% | -8% | 5 | -1%
Cc1cc(NN)nc(NS(=O)(=O)c2ccccc2)n1 | 8% | -18% | -12% | 12% | 0%[57.1 µM] | 1%[57.1 µM] | -1% | 6 | 0%
COC(=O)C1=C(C)Nc2ncnn2C1c1ccc(C)o1 (configuration not stated) | 42%[activator] | -3% | -5% | 18% | 2%[57.1 µM] | 5%[57.1 µM] | 0% | 4 | -4%
CN(C=O)c1ccc(CSc2ccccc2)cc1 | 0% | -6% | 6% | -1% | -1% | 9% | 1% | 4 | 2%
Cc1cccc(OCC(=O)N/N=C/c2cccn2C)c1 | -4% | -12% | 10% | 14% | -6% | 7% | i | -5 | -1%
COc1ccc(O)c(C=Nc2cc(NC(C)=O)c(Cl)cc2Cl)c1 | 21% | -9% | 1% | 21% | -9% | 10%[0.457 µM] | -8% | -2 | 3%
NC(=O)COc1ccc(S(=O)(=O)N2CCCC2)cc1 | nt | -17% | 3% | -12% | nt | nt | i | 3 | nt
CCOC(=O)C1(Cc2cccc(OC)c2)CCN(Cc2ccc(OC)c(OC)c2)CC1 | 24% | -14% | 0% | 5% | 0% | -2% | -5% | 0 | 0%
COc1ccc(CCNC(=O)C2CCCN2C(=O)Nc2ccc(C)cc2)cc1OC (configuration not stated) | 26% | -10% | 1% | 5% | -1% | 7% | 1% | -1 | 2%
CCc1cc(=O)oc2cc(OCC(=O)NCCCn3ccnc3)c(Cl)cc12 | 29% | -14% | -17% | 14% | 4% | -1% | 8% | -5 | -2%
Cc1ccccc1C(=O)NC1CCN(CC(=O)NCc2ccccc2)CC1 | 9% | -1% | -18% | -1% | 2% | 20% | -2% | -2 | 0%

Quoted at random: five entries already listed.
SMILES | HP1b binding inh | USP1-UAF1 inh | IDH1 R132H inh | GLS inh | TrxR1 substrate | rTrxR1 inhibitor | PGK inhibitor | PI4K2A block | Pin1 inh
COC(=O)C1=C(C)Nc2ncnn2C1c1ccc(C)o1 (configuration not stated) | 42%[activator] | -3% | -5% | 18% | 2%[57.1 µM] | 5%[57.1 µM] | 0% | 4 | -4%
Cc1ccc(Sc2cnc3ccccc3n2)cc1 | 327% | -20% | 3% | 0% | -24%[57.1 µM] | 10%[57.1 µM] | -3% | -3 | 5%
Cc1cc(NN)nc(NS(=O)(=O)c2ccccc2)n1 | 8% | -18% | -12% | 12% | 0%[57.1 µM] | 1%[57.1 µM] | -1% | 6 | 0%
CC(=O)c1cccc(NC(=O)c2cc(Cl)sc2Cl)c1 | 32% | -9% | 0% | -12% | -6% | 12%[57.1 µM] | i | 3 | -8%
CCOC(=O)C1(Cc2cccc(OC)c2)CCN(Cc2ccc(OC)c(OC)c2)CC1 | 24% | -14% | 0% | 5% | 0% | -2% | -5% | 0 | 0%
